Screening results deposited in PubChem by National Center for Advancing Translational Sciences (NCATS).
JMJD2A Tudor inh = JMJD2A Tudor domain (human) inhibition. O75164. AlphaScreen JMJD2A-Tudor / H3K4me3 peptide binding. Potency, µM (series often up to 114 µM), for the others: at the top dose activity change, negative = inhibition, actives largely listed as inhibitors. 390,000 tested, 4.4% active. AID 504339; further: potency means the concentration at half of the fitted maximal effect; on the % scale 0 is the no-effect control and ±100 the full control effect; nearly all actives have a fitted effect of over 50% in size
BAZ2B block = inhibitors of human BAZ2B bromodomain | AlphaScreen BAZ2B-H3K14Ac peptide displacement | Potency, µM (doses to about 114 µM), for inactives: at the highest dose activity change, negative = inhibition, usual class: inhibitors | 360,000 tested, 4.4% active; further: potency means the concentration at half of the fitted maximal effect; on the % scale 0 is the no-effect control and ±100 the full control effect; nearly all actives have a fitted effect of over 60% in size
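Inhibition is scored as reduced AlphaScreen emission. The BAZ2B/b-H3(5-23)K14Ac complex (50 nM each) in PBS pH 7.4, 0.01% Tween-20 meets compound (up to 110 uM) for 30 min at RT before bead addition.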
GLS inhibitor = inhibitors of human glutaminase (GLS) | O94925 | Potency, µM (titrated, usually from 45.5 µM), for the others: at the highest dose activity change, negative = inhibition, most hits filed as inhibitors | GLS enzymatic activity, qHTS titration | 410,000 tested, 0.21% active; further: potency means the concentration at half of the fitted maximal effect; on the % scale 0 is the no-effect control and ±100 the full control effect
Target sequence (O94925 whole entry, looked up): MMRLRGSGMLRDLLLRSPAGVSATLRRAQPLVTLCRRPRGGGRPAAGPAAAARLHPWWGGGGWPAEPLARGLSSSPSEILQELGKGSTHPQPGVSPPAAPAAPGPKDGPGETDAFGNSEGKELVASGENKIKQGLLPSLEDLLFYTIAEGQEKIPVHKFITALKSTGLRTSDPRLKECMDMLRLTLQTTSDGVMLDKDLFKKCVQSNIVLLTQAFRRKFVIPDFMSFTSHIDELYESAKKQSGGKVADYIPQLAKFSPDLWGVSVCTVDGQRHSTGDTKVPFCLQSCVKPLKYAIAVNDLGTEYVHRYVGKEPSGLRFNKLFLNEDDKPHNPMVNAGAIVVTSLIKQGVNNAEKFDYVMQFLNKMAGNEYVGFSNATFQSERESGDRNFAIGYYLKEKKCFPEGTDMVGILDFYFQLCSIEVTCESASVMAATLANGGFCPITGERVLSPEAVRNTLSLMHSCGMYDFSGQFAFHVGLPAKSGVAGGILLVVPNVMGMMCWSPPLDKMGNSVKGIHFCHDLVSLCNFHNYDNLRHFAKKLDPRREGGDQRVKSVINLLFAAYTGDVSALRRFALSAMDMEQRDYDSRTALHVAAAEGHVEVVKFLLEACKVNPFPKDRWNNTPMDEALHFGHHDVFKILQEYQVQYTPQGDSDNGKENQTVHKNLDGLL
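Human kidney-isoform GLS in 45 mM KH2PO4 pH 8.2, 0.02% Tween-20, with compound, started with 1mM L-Glutamine (added stock). Glutamate oxidase/HRP/Amplex red coupled fluorescence read at start and after 30 min at RT.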
HP1b binding inh = HP1-beta chromodomain-methylated histone interaction inhibition | AID 540317 | Potency, µM (series often up to 114 µM), without a hit: top-dose activity change, negative = inhibition, most hits filed as inhibitors | AlphaScreen HP1-beta / biotin-H3K9me3 peptide binding | P83916 | 390,000 tested, 0.56% active; further: potency means the concentration at half of the fitted maximal effect; nearly all actives have a fitted effect of over 70% in size; inactives centre near 23
Target sequence (P83916 whole entry, looked up): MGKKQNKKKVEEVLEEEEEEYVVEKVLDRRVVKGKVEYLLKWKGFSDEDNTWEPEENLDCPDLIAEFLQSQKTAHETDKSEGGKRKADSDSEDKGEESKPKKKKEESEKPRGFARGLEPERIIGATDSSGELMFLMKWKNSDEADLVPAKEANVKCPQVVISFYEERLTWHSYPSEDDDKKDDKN
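AlphaScreen: HP1-beta (50 nM) preformed 30 min with biotin-H3(1-18)K9me3 peptide (50 nM) in PBS pH 7.4, 0.01% Tween-20. Compound added for 30 min at RT, then streptavidin donor/nickel chelate acceptor beads (10 ug/mL) for 30 min.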
PI4K2A inh = blocks human PI4K2A kinase activity | Q9BTU6 | 420,000 tested, 0.13% active | AID 1346378 | purified PI4K2A, ADP-Glo luminescence, 1 h; active compounds read low | activity change, negative = inhibition, % at 76.9 µM; in the data active means activity change below about -50%; inconclusive means mostly about -30% to -49%;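 further: -100% = wells without enzyme as full effect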
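PI4K2A activity was measured by ADP-Glo luminescence: enzyme (4 ug/mL stock) and phosphatidylinositol (1.2 mM stock) in Tris pH 7.5/MgCl2/EGTA/Triton X-100 buffer were reacted with ATP (300 microM stock) for one hour at ambient temperature.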
G9a inh = inhibitors of human histone lysine methyltransferase G9a; G9a H3K9 monomethylation, AlphaScreen, 2 h; Potency, µM (highest dose often 102 µM), without a hit: top-dose activity, negative = inhibition, usual class: inhibitors; Q96KQ7; 350,000 tested, 8.8% active; further: potency means the concentration at half of the fitted maximal effect; on the % scale 0 is the no-effect control and ±100 the full control effect; nearly all actives have a fitted effect of over 75% in size
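Readings reflect AlphaScreen signal from monomethyl-H3K9 antibody detection. HMT at 20 nM; substrate b-H3K9 500 nM; cofactor SAM 20 uM; 2 h RT reaction; compounds tested as titrations in qHTS with 15 min preincubation.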
ALOX12 inh = blocks human arachidonate 12S-lipoxygenase; Potency, µM (titrated, usually from 108 µM), for the others: top-dose activity change, negative = inhibition, hits mostly inhibitors; P18054; purified 12hLO, xylenol orange hydroperoxide absorbance; 580,000 tested, 1.1% active; further: potency means the concentration at half of the fitted maximal effect; on the % scale 0 is the no-effect control and ±100 the full control effect
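Purified human 12hLO at 150 nM in 25 mM Hepes, 0.01% Triton X-100, pH 7.0, preincubated 15 min at room temperature with compound. Reaction started with 40 uM arachidonic acid, 30 min at room temperature. Hydroperoxide measured by Fe-xylenol orange, 573/405 nm absorbance ratio.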
RGS4 inhibitor = human RGS4 inhibition. 390,000 tested, 0.039% active. Potency, µM (series often up to 114 µM), for inactives: at the highest dose activity change, negative = inhibition, hits mostly inhibitors. Transcreener GDP fluorescence polarization, RGS4-accelerated GTP hydrolysis. P49798; further: potency means the concentration at half of the fitted maximal effect; on the % scale 0 is the no-effect control and ±100 the full control effect; nearly all actives have a fitted effect of over 75% in size; some results filed as inactive show a strong effect at the top dose
Target sequence (P49798 whole entry, looked up): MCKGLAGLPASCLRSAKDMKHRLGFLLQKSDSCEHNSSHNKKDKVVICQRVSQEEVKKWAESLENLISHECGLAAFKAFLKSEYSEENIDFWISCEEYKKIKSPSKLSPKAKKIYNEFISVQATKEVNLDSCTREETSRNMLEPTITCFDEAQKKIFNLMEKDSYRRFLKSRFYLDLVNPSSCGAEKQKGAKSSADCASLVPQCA
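MLSMR compounds (23 nl, pin-transferred) preincubated 10 min at room temperature with a 500nM (2x) first reagent, then RGS4 at 900nM (2x) plus Transcreener GDP mix added; fluorescence polarization (620/688 nm) read before and after 90 min at 30 °C.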
ERG-DNA inh = inhibitors of human ERG Ets domain-DNA interaction | fluorescence polarization, His-ERG Ets domain / labelled DNA | AID 624246 | P11308 | Potency, µM (top dose mostly 76.9 µM), for the others: top-dose FP activity, negative = inhibition, usual class: inhibitors | 370,000 tested, 0.028% active; active means well fitted inhibition curve with a large enough effect in the polarisation, with a control signal flat; inconclusive means small, poorly fitted or top-dose-only effect, or effect the other way, or a change in a side signal; inactive means no such curve, though single readings can be large or run the other way; the % refers to the polarisation;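 further: polarization taken with two DNA probes labelled with fluorescein and Texas red; potency means the concentration at half of the fitted maximal effect; % of control where 0% means no effect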
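His-tagged ERG Ets domain (1 uM in the protein solution; 300mM KCl, 50mM Tris-HCl, 1mM EDTA, 1mM DTT, pH 7.5) received compound, then a probe mix of 5 nM fluorescein-DNA and 100nM Texas-615-DNA. Fluorescence polarization was read for both dyes.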
* hit, by the source's call; ? = inconclusive; . = no result given; & = joins results of further samples; [ ] = dose if it differs, or a comment. Unless noted, the call rests on the fitted dose curve; in most records, active means well fitted curve in the direction sought with a large enough effect; inconclusive means small, poorly fitted or top-dose-only effect, or another doubt; inactive means no such curve, though single readings can be large; an effect the other way counts as inactive or inconclusive.

SMILES	JMJD2A Tudor inh	BAZ2B block	GLS inhibitor	HP1b binding inh	PI4K2A inh	G9a inh	ALOX12 inh	RGS4 inhibitor	ERG-DNA inh
Cc1cc(C)c(NC(=O)c2sc3nc(C)cc(C)c3c2NC(=O)c2ccccc2)c(C)c1	-10%	-4%	-10%	14%	-1	-5%[59 µM]	-14%	-5%	-1%
Cc1ccc(NC(=S)N/N=C2/CCCc3c(C)cc(C)cc32)cc1	-14%	-2%	3%	6%	9	?	?	8%	-3%
O=C(c1cc2nc(-c3cccs3)cc(C(F)(F)Cl)n2n1)N1CCCc2ccccc21	-26%	-32%	-9%	25%	-8	-43%[59 µM]	1%	-16%	.
CCOC(=O)NC(=O)C(=CNc1ccc(C)cc1)C(=O)NC(=O)OCC	-8%	10%	1%	39%[activator]	-4	5%[59 µM]	?	15%	3%
COc1ccc(/C=N/n2c(=S)n(C)c3ccccc32)cc1OC	?	?	5%	-3%	0	?	-7%	0%	4%
COc1ccc2oc(=O)c(-c3nc4ccc(C)cc4[nH]3)cc2c1	-13%	2%	-18%	41%	3	15%[59 µM]	-6%	-16%	0%
COc1ccc(-n2ncc3c2CC(C)(C)CC3NC(=O)CCn2cncn2)cc1 (stereo not drawn)	-17%	-18%	0%	22%	-5	25%	6%	-27%	-1%
Nc1nc2ccc(Oc3ccccc3)cc2s1	?	?	-6%	8%	4	?	418%[activator]	-27%	-19%
Cc1ccccc1-n1nc(CO)c(C(=O)NCc2cccnc2)n1	-10%	-14%	-1%	36%	5	7%[59 µM]	0%	-10%	-9%
COC(=O)c1c(N)sc2c1CC(C)(C)OC2	-28%	?	3%	-3%	-3	?	-11%	-15%	-2%
COc1ccc([C@H]2/C=C\CN(S(=O)(=O)c3ccc4ccccc4c3)[C@@H](C)C(=O)N2Cc2ccc(F)cc2)cc1	-18%	.	0%	35%[activator]	-4	.	-27%	-11%	-8%
COc1ccc(N(CC(=O)Nc2ccc(F)cc2)S(=O)(=O)c2ccccc2[N+](=O)[O-])c(OC)c1	-29%	-31%	7%	3%	-2	3%	-2%	12%	11%
O=C1C(=O)c2c(ccc3ccccc23)-c2ccccc21	?	.	-6%	-5%	?	.	-9%	-17%	1%
COc1cccc(CN2C(=O)CCC2(C)C(=O)NC2CCCCCC2)c1 (stereo not drawn)	-8%	4%	1%	24%	0	?	0%	-2%	-2%
COc1ccccc1N(CC(=O)Nc1ccccc1C(=O)NC(C)C)S(C)(=O)=O	8%	.	9%	33%	-3	22%[59 µM]	305%[activator]	-19%	-1%
COCCn1nnnc1C1(N(Cc2cc3cc(C)ccc3[nH]c2=O)CC2CCCO2)CCN(C)CC1 (stereo not drawn)	4%	-7%	3%	48%[activator]	3	?	34%[activator]	-17%	-5%
C(#Cc1ccccc1)CN1CCN(c2ccccn2)CC1	?	50µM*	5%&17%	1%&12%	-10&-5	?	?	?	2%&-5%
O=C(C(Sc1ccccc1)c1ccc(Br)cc1)N1CCOCC1 (stereo not drawn)	4%	6%	-6%	48%[activator]	-3	11%[59 µM]	-18%	1%	11%
CC(C)C(=O)NC(c1ccc([N+](=O)[O-])cc1)c1c(O)ccc2ccccc12 (stereo not drawn)	-34%	-7%	-5%	5%	0	?	?	-26%	-9%
Cc1ccc(N=Cc2cc(C)n(C3CCCC3)c2C)cc1	-29%	?	3%	9%	-3	15%[0.0925 µM]	-19%	?	0%
CCCc1nc2oc3cc(OC)ccc3c(=O)c2c(=O)n1CCc1ccccc1	3%	-9%	-16%	11%	-2	0%	89%[activator]	1%	-1%
CC(C)NC(=O)COC(=O)c1cc(=O)[nH]c2ccccc12	5%	-1%[57.1 µM]	-5%	19%	6	14%[2.33 µM]	2%	-15%	-5%
CC(C)CC(NC(=O)C(CC(C)C)NC(=O)OC(C)(C)C)C(N)=O (stereo not drawn)	-7%	13%	-29%	21%	-4	11%[59 µM]	135%[activator]	-5%	-3%
CC1c2cccn2CCN1S(=O)(=O)c1ccc(F)cc1 (stereo not drawn)	-26%	?	3%	7%	1	11%[12.7 µM]	24%	-20%	8%
CCCN(Cc1ccc(N(CC)CC)cc1)CC1CC1	-29%	?	16%	9%	-2	?	-25%	-1%	.
(continued)
SMILES	JMJD2A Tudor inh	BAZ2B block	GLS inhibitor	HP1b binding inh	PI4K2A inh	G9a inh	ALOX12 inh	RGS4 inhibitor	ERG-DNA inh
OCCCc1nc2ccccc2[nH]1	-1%	-4%	1%	31%	4	-6%[12.7 µM]	2%	-14%	6%
O=C(CSc1nnc(C2COc3ccccc3O2)o1)Nc1nccs1 (stereo not drawn)	79µM*	40µM*	11%	48%[activator]	-19	0%	.	-10%	-12%
CC(C)c1cccc(C(C)C)c1NC(=O)CN(C)C1CCS(=O)(=O)C1 (stereo not drawn)	14%	5%	0%	34%	3	21%[2.33 µM]	17%	8%	-10%
Cc1ccc(NC(=O)CSc2nnc(C)s2)c(C)c1	-7%	-1%	2%	22%	-1	-24%[59 µM]	-9%	10%	-3%
C[C@H](CO)N1C[C@H](C)[C@@H](CN(C)C(=O)Nc2ccc(C(F)(F)F)cc2)Oc2ccc(NC(=O)Nc3ccc4c(c3)OCO4)cc2C1=O	?	.	15%	-1%	-1	.	-29%	17%	-2%
Cc1ccccc1OCCC(=O)OCC(=O)Nc1c(F)cccc1F	-9%	-4%	0%	16%	0	4%	0%	18%	4%
Cc1ccc(NC(=S)NNc2ccc(C(=O)O)cc2[N+](=O)[O-])cc1C	7.9µM*	.	?	50µM*	?	.	1.4µM*	-4%	5%
CC(C)CCNC(=O)C1(c2cccs2)CCOCC1	-5%[11.4 µM]	-6%	-6%	73%[activator]	7	4%	115%[activator]	-3%[11.4 µM]	-5%
O=C(/C=C/c1ccccc1)Nc1ccc2c(c1)OCCO2	-2%	-28%	-1%	24%	2	2%	-11%	0%	1%
N#C/C(=C\c1coc2ccccc2c1=O)C(N)=S	-32%	?	3%	?	10	1.8µM*	?	?	44%[activator]
CSc1ncccc1C(=O)OCC(=O)NCc1ccccc1	-9%	0%	2%	28%	-5	-9%[59 µM]	-3%	15%	1%
CSCC[C@H](NC(=O)N1CCn2c1nc1ccccc12)C(=O)N1CCCCC1	-27%	-37%	-3%	45%[activator]	10	10%	21%	5%[56.9 µM]	2%
C[C@@H]([C@@H](O)c1ccccc1)N(C)C(=O)C(N)Cc1ccccc1 (stereo partly drawn)	-16%	-1%	-3%	63%[activator]	-2	.	13%	-2%	-1%
Cc1cc(C)cc(NC2=C(N)C(=O)c3ccccc3C2=O)c1	?	?	8%	-19%	-50*	1.6µM*	.	-33%	-3%
Cc1nc2c(-c3ccccc3)c(C)[nH]n2c(=O)c1Cl	-22%	12%	24%	15%	-5	-29%[12.7 µM]	8%	-2%	3%
CNNC(=O)C(C)NC(=O)c1ccc(Br)cc1 (stereo not drawn)	-11%	-3%	24%	5%	8	7%[59 µM]	18%	-32%	-8%
Cc1cccc(NC(=O)c2ccc([N+](=O)[O-])cc2Cl)n1	-15%	-38%	-7%	2%	11	8%[59 µM]	-20%	-9%	-6%

Entries listed so far that have a halogen (10):
SMILES	JMJD2A Tudor inh	BAZ2B block	GLS inhibitor	HP1b binding inh	PI4K2A inh	G9a inh	ALOX12 inh	RGS4 inhibitor	ERG-DNA inh
O=C(c1cc2nc(-c3cccs3)cc(C(F)(F)Cl)n2n1)N1CCCc2ccccc21	-26%	-32%	-9%	25%	-8	-43%[59 µM]	1%	-16%	.
COc1ccc([C@H]2/C=C\CN(S(=O)(=O)c3ccc4ccccc4c3)[C@@H](C)C(=O)N2Cc2ccc(F)cc2)cc1	-18%	.	0%	35%[activator]	-4	.	-27%	-11%	-8%
COc1ccc(N(CC(=O)Nc2ccc(F)cc2)S(=O)(=O)c2ccccc2[N+](=O)[O-])c(OC)c1	-29%	-31%	7%	3%	-2	3%	-2%	12%	11%
O=C(C(Sc1ccccc1)c1ccc(Br)cc1)N1CCOCC1 (stereo not drawn)	4%	6%	-6%	48%[activator]	-3	11%[59 µM]	-18%	1%	11%
CC1c2cccn2CCN1S(=O)(=O)c1ccc(F)cc1 (stereo not drawn)	-26%	?	3%	7%	1	11%[12.7 µM]	24%	-20%	8%
C[C@H](CO)N1C[C@H](C)[C@@H](CN(C)C(=O)Nc2ccc(C(F)(F)F)cc2)Oc2ccc(NC(=O)Nc3ccc4c(c3)OCO4)cc2C1=O	?	.	15%	-1%	-1	.	-29%	17%	-2%
Cc1ccccc1OCCC(=O)OCC(=O)Nc1c(F)cccc1F	-9%	-4%	0%	16%	0	4%	0%	18%	4%
Cc1nc2c(-c3ccccc3)c(C)[nH]n2c(=O)c1Cl	-22%	12%	24%	15%	-5	-29%[12.7 µM]	8%	-2%	3%
CNNC(=O)C(C)NC(=O)c1ccc(Br)cc1 (stereo not drawn)	-11%	-3%	24%	5%	8	7%[59 µM]	18%	-32%	-8%
Cc1cccc(NC(=O)c2ccc([N+](=O)[O-])cc2Cl)n1	-15%	-38%	-7%	2%	11	8%[59 µM]	-20%	-9%	-6%

An excerpt, so the mix of outcomes need not match the whole.
